# Screening results: PubChem BioAssay, National Center for Advancing Translational Sciences (NCATS)
# KinaseGlo FLuc: blocks Kinase-Glo luciferase, a counter-screen artifact; Kinase-Glo luciferase, ATP luminescence, 8 min; Potency, µM (top dose mostly 38.3 µM), without a hit: at the highest dose activity change, negative = inhibition, actives largely listed as inhibitors; Q27757; AID 1379; 200,000 tested, 0.28% active; note: % is set by controls: 0 for no effect and ±100 for the full control effect; nearly all actives have a fitted effect of over 60% in size
#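 Light output from Kinase-Glo luciferase with luciferin and 10 uM ATP in 50 mM imidazole pH 7.2, KCl, MgCl2, Tween 20, BSA; compound pin-delivered, 8-min ambient incubation, then luminescence read.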
# Epigenetic reg: epigenetic control regulation, reporter derepression | murine LDR cells, GFP reporter derepression, 30 h | Potency, µM (series often up to 53.9 µM), inactives show at the top dose GFP activation, hits mostly activators | 280,000 tested, 0.2% active | AID 1865; note: % of control where 0% means no effect; nearly all actives have a fitted effect of over 60% in size
#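 Derepression of a silenced CMV-GFP reporter in murine LDR cells is scored by enumerating GFP-positive cells with a laser-scanning microplate cytometer after 30 hours of treatment at 37 C.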
# IMPase Li inh: cell-permeable IMPase inhibitors with lithium potentiation; CHO-M1 cells, IP1 TR-FRET (IP-One), carbachol + lithium; 210,000 tested, 0.35% active; AID 1457; Potency, µM (doses to about 59.4 µM), for inactives: at the highest dose activity, negative = IMPase inhibition, usual class: inhibitors;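 note: IP1 builds up when IMPase is blocked and the TR-FRET signal falls; plate controls were basal vehicle for no effect and high inhibitor control for full effect; nearly all actives have a fitted effect of over 50% in size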
#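 CHO cells stably expressing M1 receptor (2000/well, cultured 16–30 h) treated 30 min at 37C with compound plus low lithium. Cytosolic IP1 by TR-FRET (665/620 ratio and 620 channel) after 10 min lysis; AC50 by Hill fit.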
# Active calls of the source: *; ? = inconclusive; / = no result given; [ ] = remark or other dose. Calls come from the whole dose curve; as a rule, active = well fitted curve in the direction sought with a large enough effect; inconclusive = small, poorly fitted or top-dose-only effect, or another doubt; inactive = no such curve, though single readings can be large; an effect the other way counts as inactive or inconclusive. Potency is the fitted concentration of half-maximal effect.
mol,KinaseGlo FLuc,Epigenetic reg,IMPase Li inh
CCOc1ccc(-c2nnc(SCC(=O)Nc3cc(C)ccc3OC)o2)cc1,/,-2.4%,/
Cc1oc(-c2ccc(C(=O)NCCc3ccc(Cl)cc3)cc2)nc1CSc1ccccc1,/,-2.5%,/
CCN1CCN(Cc2nc3cc(NC(=O)c4ccccc4[N+](=O)[O-])ccc3n2CC)CC1,/,-2.2%,/
Cc1ccccc1CSc1nnc2[nH]c(=O)cc(C)n12,/,1.9%,/
COc1ccc(NC(=O)CN2C(=O)CSc3ccc(S(=O)(=O)N4CCCC4)cc32)cc1OC,/,-1.1%,/
Cc1csc2nc(COC(=O)c3cccc(NC(=O)c4cccc(Cl)c4)c3)cc(=O)n12,/,?,/
CC(C)c1cnc2c(c1SCC(=O)Nc1cccc(F)c1)c(=O)n(C)c(=O)n2C,/,-2.8%,/
Cc1ccc(CNC(=O)C(C)n2c(=O)cc(C(F)(F)F)c3c(C)nn(C)c32)cc1 (centres undefined),/,1.9%,/
COc1ccc(NC(=O)C2=C(C)C(=O)OC23CCN(C(C)C)CC3)cc1Cl,/,14%,/
COc1cc(Cl)c(NC(=O)CN(C)S(=O)(=O)c2ccc3c(c2)CCCC(=O)N3)c(OC)c1,/,-1.3%,/
COc1cc(NC(=O)CSc2nc(-c3ccc(C(C)C)cc3)no2)cc(OC)c1,/,5.4%,/
CCCN(CCC)C(=O)Cn1c(=O)n(-c2ccc(C)c(C)c2)c(=O)c2c3c(sc21)CCCCC3,/,-1.8%,/
O=C(C1CCN(S(=O)(=O)c2ccc(Br)s2)CC1)N1CCN(c2cccc(C(F)(F)F)c2)CC1,/,-2.2%,/
O=C(NCc1nc(-c2ccccc2)no1)c1ccco1,/,-1.9%,/
CC1=C(c2ccc(C(C)C)cc2)S(=O)(=O)N=C1N1CCN(c2ccc(F)cc2)CC1,/,-0.9%,/

# Already shown: entries from further up.
mol,KinaseGlo FLuc,Epigenetic reg,IMPase Li inh
CCOc1ccc(-c2nnc(SCC(=O)Nc3cc(C)ccc3OC)o2)cc1,/,-2.4%,/
Cc1oc(-c2ccc(C(=O)NCCc3ccc(Cl)cc3)cc2)nc1CSc1ccccc1,/,-2.5%,/
CCN1CCN(Cc2nc3cc(NC(=O)c4ccccc4[N+](=O)[O-])ccc3n2CC)CC1,/,-2.2%,/
Cc1ccccc1CSc1nnc2[nH]c(=O)cc(C)n12,/,1.9%,/
COc1ccc(NC(=O)CN2C(=O)CSc3ccc(S(=O)(=O)N4CCCC4)cc32)cc1OC,/,-1.1%,/
Cc1csc2nc(COC(=O)c3cccc(NC(=O)c4cccc(Cl)c4)c3)cc(=O)n12,/,?,/
CC(C)c1cnc2c(c1SCC(=O)Nc1cccc(F)c1)c(=O)n(C)c(=O)n2C,/,-2.8%,/
Cc1ccc(CNC(=O)C(C)n2c(=O)cc(C(F)(F)F)c3c(C)nn(C)c32)cc1 (centres undefined),/,1.9%,/
COc1ccc(NC(=O)C2=C(C)C(=O)OC23CCN(C(C)C)CC3)cc1Cl,/,14%,/
COc1cc(Cl)c(NC(=O)CN(C)S(=O)(=O)c2ccc3c(c2)CCCC(=O)N3)c(OC)c1,/,-1.3%,/
COc1cc(NC(=O)CSc2nc(-c3ccc(C(C)C)cc3)no2)cc(OC)c1,/,5.4%,/
CCCN(CCC)C(=O)Cn1c(=O)n(-c2ccc(C)c(C)c2)c(=O)c2c3c(sc21)CCCCC3,/,-1.8%,/
O=C(C1CCN(S(=O)(=O)c2ccc(Br)s2)CC1)N1CCN(c2cccc(C(F)(F)F)c2)CC1,/,-2.2%,/
O=C(NCc1nc(-c2ccccc2)no1)c1ccco1,/,-1.9%,/

# Other records follow:
mol,KinaseGlo FLuc,Epigenetic reg,IMPase Li inh
Cc1cc(C)n2nc(CNC(=O)c3ccccc3Cl)nc2n1,/,5.2%,/
Cc1cc(C)cc(N2CCn3c2nc2c3c(=O)n(CCc3ccccc3)c(=O)n2C)c1,/,0.0%,/
COc1ccc(C(=O)NNc2ncnc3c2cnn3-c2ccc(C)c(Cl)c2)cc1,/,0.8%,/
Cc1cccc(NC(=O)Cn2c(=O)n(CCC(C)C)c(=O)c3cccnc32)c1,/,5.7%,/
COc1ccc(-n2c(=O)c3c4c(sc3n(Cc3ccc(C)cc3C)c2=O)CCC4)c(OC)c1,/,-0.5%,/
COCCCn1c(=O)c2sccc2n2c(CCCC(=O)Nc3cccc(OC)c3)nnc12,/,7.7%,/
Cc1ccc(CNC(=O)c2ccc3c(=O)n(-c4ccccc4)c(=O)[nH]c3c2)cc1,/,2.3%,/
Cc1cc(C)n2nc(SCC(=O)Nc3ccccc3C)nc2n1,/,-1.1%,/
CCOC(=O)c1noc2ncn(CC(=O)Nc3ccc(F)cc3Cl)c(=O)c12,/,2.2%,/
COc1cccc2c1cc1c(=O)n(CC(=O)N3CCN(c4ccc(F)cc4)CC3)nc(C)n12,/,0.0%,/
Cc1ccc(-c2nc(C)c(CCNS(=O)(=O)c3ccccc3F)s2)cc1,/,1.4%,/
Cc1cccc(N2C(=O)CS(=O)(=O)C23C(=O)N(C)c2ccccc23)c1 (centres undefined),/,-1.3%,/
Cc1cccc(-c2noc(CNC(=O)c3ccc(C)cc3C)n2)c1,/,-1.0%,/
Cc1cc(C)cc(NC(=O)CCCn2nc(C)c3c(C)n(-c4ccccc4)nc3c2=O)c1,/,0.8%,/
COc1ccc2c(c1)CCc1c(C(=O)Nc3c(C)nn(Cc4ccccc4Cl)c3C)noc1-2,/,-0.9%,/
O=C(NCC1CCN(Cc2ccccc2F)CC1)Nc1ccc(F)c(Cl)c1,/,0.7%,/
COc1cccc(N2CCN(c3ncnc4c3c(-c3ccccc3)cn4-c3ccc(F)cc3)CC2)c1,/,1.8%,/
CCOc1ccc(OCC)c(NC(=O)c2cc(CN3CCOCC3)on2)c1,/,0.0%,/
COc1ccc(NC(=O)CSc2nc(-c3ccccc3)nc3cc(=O)[nH]n23)cc1,/,4.9%,/
Cc1ccc(C)c(S(=O)(=O)c2nnn3c2nc(Nc2ccc(C)c(C)c2)c2ccccc23)c1,/,0.0%,/
CCN(CC)C(=O)CSc1nnc2ccc3ccccc3n12,/,-3.2%,/
COc1ccccc1NC(=O)CSC1=Nc2ccccc2C2=NC(CC(=O)NCCc3ccccc3)C(=O)N12 (centres undefined),/,1.3%,/
O=C(NCCS(=O)(=O)N1CCN(c2ccccc2F)CC1)C(c1ccccc1)c1ccccc1,/,4.5%,/
CCOc1cccc2sc(NC(=O)CS(=O)(=O)c3ccc(C)cc3)nc12,/,0.4%,/
COc1ccc2c(c1)cc1c(=O)n(CC(=O)NCCCc3ccccc3)nc(C)n12,/,2.4%,/
COc1ccc(CCNC(=O)C(C)n2nc(C)c3sc4ccccc4c3c2=O)c(OC)c1 (centres undefined),/,1.1%,/
CCN(Cc1ccccc1)S(=O)(=O)c1ccc2[nH]c3c(c2c1)CCCCC3,/,-1.3%,/
Cc1ccc(Cl)cc1N1CCN(CCCNC(=O)Cn2ncc3c([nH]c4ccccc43)c2=O)CC1,/,0.0%,/
CCc1ccc(OCc2nc(-c3ccc(-n4cccc4)cc3)no2)cc1,/,-1.1%,/
O=C(O)c1cccc(NC(=O)c2cccc(S(=O)(=O)Nc3cccc(F)c3)c2)c1,/,-2.4%,/
Cc1ccc(N2CCN(C(=O)c3cccn4c(=O)c5ccc(Cl)cc5nc34)CC2C)cc1 (centres undefined),/,0.0%,/
Cc1cccc(NC(=O)c2sc3nc4c(cc3c2N)CCCCCC4)c1C,/,6.8%,/
COc1ccc2c(c1)CCc1c(C(=O)Nc3cnn(Cc4ccc(Cl)cc4Cl)c3)noc1-2,/,-0.9%,/
Cc1ccc(NC(=O)CSc2nc(=O)n(CCN3CCOCC3)c3c2CCC3)cc1Cl,/,1.9%,/
O=C(NCCc1ccccc1)c1c[nH]c2ccc(S(=O)(=O)Nc3ccc(F)cc3F)cc2c1=O,/,-1.1%,/
O=C(Nc1ccc(OC(F)(F)F)cc1)C1CCCN(S(=O)(=O)c2ccc(Br)s2)C1 (centres undefined),/,1.0%,/
CCCN1C(=O)C(Cc2nc3ccccc3c(=O)n2CC)c2cc(Br)ccc21 (centres undefined),/,4.6%,/
CCc1ccccc1NC(=O)c1ccc2c(SCC(=O)O)c3c(nc2c1)CCC3,/,-2.0%,/
Cc1ccc(NC(=O)Cn2c(=O)c(CNc3ccccc3)cc3cc4c(cc32)OCCO4)cc1,/,-0.2%,/
CCOC(=O)N1CCc2c(sc3c2c(=O)n(-c2ccc(F)cc2)c(=O)n3CC(=O)c2ccccc2)C1,/,-0.2%,/
CCOC(=O)Cn1c(CN2CCN(c3ccc(OC)cc3)CC2)nc2c1c(=O)[nH]c(=O)n2C,/,0.2%,/
COc1ccc(-c2cc(C(=O)Nc3cccc(C(C)=O)c3)no2)cc1OC,/,1.7%,/
Cc1cc(NS(=O)(=O)c2cn(C)c(C)n2)ccc1Br,/,3.4%,/
CCOC(=O)C1CCCN(S(=O)(=O)c2cc(-c3cc(C)no3)ccc2C)C1 (centres undefined),/,-3.8%,/
CCOc1ccc(CCNS(=O)(=O)c2cc(Br)cc3c2N(C(C)=O)CC3)cc1OCC,/,0.0%,/

# Sorted by heavy-atom count (smallest number first): part of the list above
mol,KinaseGlo FLuc,Epigenetic reg,IMPase Li inh
O=C(Nc1ccc(OC(F)(F)F)cc1)C1CCCN(S(=O)(=O)c2ccc(Br)s2)C1 (centres undefined),/,1.0%,/
Cc1ccc(N2CCN(C(=O)c3cccn4c(=O)c5ccc(Cl)cc5nc34)CC2C)cc1 (centres undefined),/,0.0%,/
Cc1ccc(NC(=O)Cn2c(=O)c(CNc3ccccc3)cc3cc4c(cc32)OCCO4)cc1,/,-0.2%,/

# (continued)
mol,KinaseGlo FLuc,Epigenetic reg,IMPase Li inh
CC1=C(C(=O)Nc2ccc(C)cc2C)C(c2cccs2)n2nc(SCc3cccc(C)c3)nc2N1 (centres undefined),/,7.2%,/
Cn1cc(CCCC(=O)NCc2ccccc2Cl)c2ccccc21,/,2.2%,/
CCOC(=O)c1cc(S(=O)(=O)NCc2ccc(Cl)cc2)[nH]n1,/,-1.7%,/
CS(=O)(=O)N1CCC[C@@]2(CCN(C(=O)Nc3cccc(F)c3)C2)C1,-2%,/,-10%
C[C@@H]1CCCN(C[C@@H](O)CN2CCCc3ccccc32)C1,0%[7.66 µM],/,-1%
CC(CC(=O)O)(CC(=O)O)C(=O)O,-2%[7.66 µM],/,10%
O=C(O)C[C@H](NC(=O)CP(=O)(O)O)C(=O)O.[NH-][C@@H]1CCCC[C@@H]1[NH-].[Pt],-4%[7.66 µM],/,0%
O=C(Nc1cccc(F)c1)N1CCC2(CC1)CCN(C(=O)c1csnn1)CC2,1%,/,0%
COc1ncc2nc(C)c(=O)n(C[C@H]3CCCO3)c2n1,0%,/,4%
O=C(O)CN(CC(=O)O)c1ccccc1,-1%[7.66 µM],/,-4%
O=C(c1csnn1)N1CCC2(CC1)CCN(c1ncccn1)CC2,1%,/,-1%
Cc1noc(C)c1C(=O)N1CCC2(CCCN(Cc3ccc(C#N)cc3)C2)CC1,-1%,/,24%
Cc1noc(C)c1C(=O)N1CCC2(CC1)CN(c1cccc(-c3ccccc3)c1)C2,-1%,/,9%
O=C(c1cnccn1)N1CCC2(CC1)CN(C(c1ccccc1)c1ccccc1)C2,1%,/,-1%
CC(C)(C)c1c2c(c(C(C)(C)C)c3c1OCN(Cc1ccccc1)C3)OCN(Cc1ccccc1)C2,-6%[7.66 µM],/,-8%
O=C(c1cnccn1)N1CCC2(CC1)CN(c1cccc(-c3ccccc3)c1)C2,-4%,/,6%
O=C(c1cc(C(F)(F)F)cc(C(F)(F)F)c1)N1CCC2(CC1)CN(Cc1ccncc1)C2,2%,/,4%
Cc1ccc(S(=O)(=O)NCc2cccc([N+](=O)[O-])c2)cc1,-1%[7.66 µM],/,0%
Nc1ccc2[nH]cc(CCC(=O)O)c2c1,-4%[7.66 µM],/,1%
Cc1c(Cl)c(S(N)(=O)=O)cc2c1=NC=NS=2(=O)O,-2%[7.66 µM],/,-1%
O=C(O)c1c[nH]c2cc(OCc3ccccc3)ccc2c1=O,-8%[7.66 µM],/,-2%
CS(=O)(=O)N1CCC[C@@]2(CCN(C(c3ccccc3)c3ccccc3)C2)C1,-1%,/,24%
CC(C)=N[C@H](C(=O)O)C(C)(C)S,0%[7.66 µM],/,0%
Cn1c(=S)c2[nH]c(SCCCc3ccccc3)nc2n(C)c1=O,-2%[7.66 µM],/,0%
Cn1c(=O)c(-c2ccc(F)cc2)nc2cnc(Oc3ccccc3)nc21,-3%,/,7.9µM*

# The list is partial; count on the stated rates, not on these rows.
